miR-122 sensor – miR-122 Renilla sensor signal increase in Huh7, primary screen, miR-122 inhibitor project, cell-based, single point, plate reader | Huh7 miR-122 Renilla luciferase sensor, 48 h; neutral wells = 0, positive control = 100 | activation (reporter increase), % at 12.5 µM | actives 0.3% (n = 340,000) | AID 602342, 2012;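 active = mean replicate activation score at least 90 and every replicate individually at or above 90; inconclusive = only one of the two criteria met; inactive = neither criterion met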;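 also: higher luciferase means less miR-122 activity so hits act as miR-122 inhibitors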
Cneo AK release – Cryptococcus neoformans cell lysis inducers, primary screen, AK release luminescence, single concentration; C. neoformans lysis, adenylate kinase release luminescence, 4 h; normalised: neutral wells 0, clomiphene wells 100; lysis activity, % at 15 µM; actives 0.2% (n = 360,000);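 active = mean lysis activity across replicates of at least 80%, whatever share of replicates individually reach that level; inactive = mean lysis activity below 80%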
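Material – Cryptococcus neoformans yeast cells · Quantity – 5 × 10^6 yeast cells/mL · Buffer or medium – YPD medium · Compound – single dose · Timing – 4 h static compound exposure, 37 °C, read 1 h post-reagent · Signal – adenylate kinase release luminescence · Read-out basis – lysis from increased AK signal · Benchmarks – Clomiphene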
E-sel inducer – E-selectin induction in HUVECs, primary screen, imaging, HUVEC, immunofluorescence imaging, single point; P16581; normalized: neutral wells 0, TNF-alpha wells 100; activation, % at 7.58 µM; actives 0.37% (n = 260,000);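 active = mean E-selectin-positive cell signal at least 10% of the positive control, reached in at least 60% of replicates, without over 20% cell loss; inconclusive = no rule given, readout overlaps actives, possibly toxicity-flagged; inactive = the rest, including those meeting only one limit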;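 also: in these data hits start at about 27%; measured in HUVEC primary endothelial cells; signal is the percent of cells scored E-selectin positive by PE staining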
Target sequence (P16581 whole entry, looked up): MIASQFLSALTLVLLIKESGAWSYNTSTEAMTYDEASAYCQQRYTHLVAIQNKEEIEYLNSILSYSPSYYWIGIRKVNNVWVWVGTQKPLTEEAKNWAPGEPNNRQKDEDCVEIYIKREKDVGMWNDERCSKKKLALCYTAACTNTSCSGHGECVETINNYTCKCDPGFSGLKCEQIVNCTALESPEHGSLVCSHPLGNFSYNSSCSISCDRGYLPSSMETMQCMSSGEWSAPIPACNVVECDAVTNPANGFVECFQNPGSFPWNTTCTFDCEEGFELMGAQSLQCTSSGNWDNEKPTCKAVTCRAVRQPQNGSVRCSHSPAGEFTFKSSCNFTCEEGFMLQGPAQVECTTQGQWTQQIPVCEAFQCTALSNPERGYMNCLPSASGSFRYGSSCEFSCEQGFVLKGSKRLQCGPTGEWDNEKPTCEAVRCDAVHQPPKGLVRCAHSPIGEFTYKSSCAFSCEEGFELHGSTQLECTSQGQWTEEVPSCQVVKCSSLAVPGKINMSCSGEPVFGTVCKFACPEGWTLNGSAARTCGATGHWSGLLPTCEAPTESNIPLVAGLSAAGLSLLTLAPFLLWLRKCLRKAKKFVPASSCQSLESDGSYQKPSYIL
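Assay system: HUVEC primary endothelial cells. Input: 3,000 HUVEC seeded per well. Doses: one compound dose added by pin transfer. Read-out basis: % PE-positive cells. Benchmarks: TNF-alpha high, DMSO low. Detection: immunofluorescence imaging. Buffer or medium: EGM-2, gelatin.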
RAD54 inh – inhibitors of human RAD54 branch migration, primary screen, biochemical, fluorescence, single point | DNA repair and recombination protein RAD54-like (Homo sapiens), Q92698 | RAD54 Holliday junction branch migration, FAM/BHQ fluorescence | inhibition, % at 10.4 µM | actives 0.14% (n = 360,000);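 active = mean normalized replicate activity at least 40 and at least half of replicates scoring 40 or more; inconclusive = only one of the two criteria met; inactive = mean below 40 and under half of replicates reaching 40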;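 also: 0% = median of neutral control wells and 100% = median of positive control wells; inhibitors cause a drop in the FAM fluorescence signal; in these data hits start at about 50%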
ERAP1 inh – human ERAP1 aminopeptidase inhibitors, primary screen, biochemical, single point, plate reader. Endoplasmic reticulum aminopeptidase 1 (Homo sapiens), Q9NZ08. recombinant ERAP1, Leu-AMC fluorescence, 60 min. inhibition, % at 10.7 µM. actives 0.15% (n = 340,000). AID 652197, 2013;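 active = mean replicate inhibition of at least 30%, or all replicates individually reaching that 30% level; inactive = mean below 30% and not every replicate reaching it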;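 also: 0% = neutral control wells and 100% = L-leucinethiol positive control wells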
PglD DTNB – C. jejuni PglD acetyltransferase inhibitors, primary screen, biochemical, DTNB colorimetric, single point; UDP-N-acetylbacillosamine N-acetyltransferase PglD (Campylobacter jejuni); actives 0.098% (n = 360,000); purified PglD enzyme, DTNB colorimetric CoA detection; inhibition, % at 12.5 µM; in the data active = inhibition above about 16%, passing the limit was not always enough; inconclusive = no clear call, values can overlap the other calls; also: strong numbers were not always called active
PGC1a acetyl inh – inhibitors of PGC1a acetylation signal, primary screen, cell-based, U2OS, AlphaScreen, inhibitor mode; AlphaScreen anti-acetyl-lysine; with virally co-expressed GCN5 acetyltransferase; inhibition, % at 15.6 µM; actives 0.17% (n = 350,000); AID 651687, 2012;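 active = every replicate shows inhibition of at least 40%; inconclusive = mean inhibition at least 40% but some replicate below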;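 also: 0% = neutral control wells and 100% = positive control wells; some results beyond the cut were filed as inactive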
RAD52 inh – RAD52 DNA annealing inhibitors, primary screen, biochemical, FRET, single point, set 2; DNA repair protein RAD52 homolog (Homo sapiens), P43351; recombinant RAD52 DNA annealing, FRET fluorescence; inhibition, % at 18.7 µM; actives 0.46% (n = 360,000); AID 651710, 2012;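 active = every replicate showing at least 50% inhibition; inconclusive = mean inhibition at least 50% but not in every replicate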
Target sequence (P43351 whole entry, looked up): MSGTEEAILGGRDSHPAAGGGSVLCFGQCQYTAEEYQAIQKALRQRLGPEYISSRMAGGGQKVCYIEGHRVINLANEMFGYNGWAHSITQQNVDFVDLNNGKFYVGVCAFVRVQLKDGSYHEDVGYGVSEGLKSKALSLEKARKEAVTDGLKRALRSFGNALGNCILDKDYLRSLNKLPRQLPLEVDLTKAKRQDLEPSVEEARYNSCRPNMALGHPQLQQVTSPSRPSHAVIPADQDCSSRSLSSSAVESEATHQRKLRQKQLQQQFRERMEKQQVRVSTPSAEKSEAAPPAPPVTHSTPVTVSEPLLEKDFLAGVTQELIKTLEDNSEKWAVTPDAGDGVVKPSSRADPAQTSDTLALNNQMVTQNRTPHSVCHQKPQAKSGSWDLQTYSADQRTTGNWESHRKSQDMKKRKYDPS
* = called active by the depositor; ? = inconclusive; · = not tested or not shown; [ ] = dose if it differs, or a comment.

Preview, two compounds:
Below each SMILES – miR-122 sensor	Cneo AK release	E-sel inducer	RAD54 inh	ERAP1 inh	PglD DTNB	PGC1a acetyl inh	RAD52 inh
1) Cc1ccc(CN(C)C(=O)CCNS(=O)(=O)c2ccccc2)o1
  ·	-1	·	-21	-1	-3	·	-9
2) O=C(CNc1cccc(S(=O)(=O)N2CCCCC2)c1)Nc1ccc(C(F)(F)F)cc1
  -2	6	-0.2	-10	-1	-1	0	-2

The listing, repeating the preview:
Below each SMILES – miR-122 sensor	Cneo AK release	E-sel inducer	RAD54 inh	ERAP1 inh	PglD DTNB	PGC1a acetyl inh	RAD52 inh
1) Cc1ccc(CN(C)C(=O)CCNS(=O)(=O)c2ccccc2)o1
  ·	-1	·	-21	-1	-3	·	-9
2) O=C(CNc1cccc(S(=O)(=O)N2CCCCC2)c1)Nc1ccc(C(F)(F)F)cc1
  -2	6	-0.2	-10	-1	-1	0	-2
3) Cc1ccccc1-c1csc(N)n1
  2	-1	0.3	4	3	4	-1	-3
4) C[C@@H]1CCCCO[C@@H](CN(C)Cc2ccc(C(F)(F)F)cc2)[C@H](C)CN([C@H](C)CO)C(=O)c2cc(NS(C)(=O)=O)ccc2O1
  -4[16.7 µM]	3	-0.3	0	·	-1	2	·
5) O=C(NC[C@H]1[C@H](c2ccccc2)[C@@H](CO)N1CC1CC1)C1CC1
  -17[16.7 µM]	3	-0.7	-2	2	1	-3	8
6) CCOC(=O)Cn1nc2oc(=O)c(CCN3CCN(c4ccccc4OC)CC3)c(C)c2c1C
  ·	1	-0.2	-11	4	-2	·	-7
7) CC1CCN(c2ccc3nnc(CCC(=O)N4CCN(c5ccc(F)cc5)CC4)n3n2)CC1
  -13	-1	3.2	-20	-1	-2	1	4
8) COc1cccc(CNC(=O)C2CCN(S(=O)(=O)c3cnc[nH]3)CC2)c1
  -2	1	·	-15	·	6	23	·
9) CCc1cc(=O)oc2cc(OCC(=O)O)c(Cl)cc12
  -4	2	·	-9	·	0	6	·
10) CC(C)n1cc(CN2CCC(Oc3ccc(C(=O)N4CCCCC4)cc3)CC2)cn1
  0	0	-0.8	8	-2	-1	1	-46
11) CCCNC(=O)COC(=O)c1ccccc1OCC(=O)Nc1ccc(Br)cc1
  0	8	·	-5	-1	15	-2	-12
12) Cc1cc(C)cc(NC(=O)CC23CC4CC(C2)CC(n2nnc(C)n2)(C4)C3)c1
  14	0	0.0	7	·	6	·	·
13) O=C(c1ccccc1Cl)N1CCN(C(=O)C2CCCO2)CC1 (stereo not drawn)
  1	5	0.2	-4	-1	-2	·	3
14) COC(=O)c1ccccc1NC(=O)c1cc(C)no1
  ·	1	?	-10	0	11	2	-9
15) C[C@H](CO)N1C[C@H](C)[C@H](CN(C)C(=O)C2CCCCC2)Oc2ncc(C#CCc3ccccc3)cc2C1=O
  1[16.7 µM]	1	-0.1	0	0	3	-12	-2
16) C[C@@H]1CN([C@@H](C)CO)S(=O)(=O)c2ccc(C#CC3(O)CCCC3)cc2O[C@@H]1CN(C)C(=O)Cc1ccncc1
  ·	0	?	-12	·	1	-7	-22
17) CN1C(=O)c2cc(NC(=O)c3cccs3)ccc2OC[C@H]2O[C@H](CC(=O)N3CCCCC3)CC[C@H]21
  33[16.7 µM]	-1	0.0	-3	-1	1	1	4
18) O=C(c1ccc([N+](=O)[O-])cc1)N(Cc1ccccc1)c1ccccn1
  6	0	·	-7	6	6	36	-22
19) COc1cccc(C2=NOC(C(=O)Nc3ccccc3SC)C2)c1 (stereo not drawn)
  9	0	·	-2	·	3	-6	·
20) C/C=C/c1ccccc1[C@@H]1[C@@H](C#N)N(C(=O)c2cccnc2)[C@@H]1CO
  ·	·	0.1	·	1	·	-4	-8
21) CCN(CC)S(=O)(=O)c1cc(C)c(C)cc1OCC(=O)NC1CCCC1
  -7	1	-1.8	6	-2	1	-1	-16
22) COC(=O)c1ccc(CNC(=O)CNc2cc(C(F)(F)F)ccc2N2CCOCC2)cc1
  1	-1	·	11	·	·	0	·
23) O=C(CC1CCCC1)N1CCCC(Nc2cccc(F)c2)C1 (stereo not drawn)
  3	0	-0.1	6	0	-2	-5	-7
24) CCCNC(=O)N(C)C[C@@H]1Oc2ncc(-c3ccncc3)cc2C(=O)N([C@@H](C)CO)C[C@@H]1C
  0[16.7 µM]	-1	1.0	-1	4	0	2	-10
25) c1ccc(CN2CCC3(CC2)Nc2ccccc2CO3)cc1
  -5	0	·	0	·	-3	8	·
26) O=C(NCc1ccc2c(c1)OCO2)C(=O)NCC1OCCN1S(=O)(=O)c1ccc(Cl)cc1 (stereo not drawn)
  -4	-2	·	-3	1	-1	-4	-36
27) CCN(CC)CCNC(=O)C1CCN(S(=O)(=O)c2c(C)noc2/C=C/c2ccccc2F)CC1
  -3	2	0.4	14	-14	-1	·	6
28) CC1=CC(C)(C)N=C(Nc2ccc(C)cc2)S1
  0	-3	·	-5	·	-9	1	·
29) Cc1ccc2nc(NC(=O)CC3Oc4ccccc4NC3=O)sc2c1 (stereo not drawn)
  0	3	0.0	6	-5	-7	1	-12
30) FC(F)(F)c1cnc(N2CCCN(C(=S)Nc3ccccc3)CC2)c(Cl)c1
  -37	16	-0.2	-9	4	-8	3	-5
31) Cc1noc(C)c1NC(=O)Nc1ccc2c(c1)C(=O)N([C@@H](C)CO)C[C@H](C)[C@H](CN(C)Cc1ccc(C(=O)Nc3ccccc3N)cc1)O2
  -5[16.7 µM]	50	·	13	-2	-1	4	-4
32) Cc1noc(C)c1S(=O)(=O)Nc1cccc2c1O[C@H](CN(C)S(=O)(=O)c1ccccc1)[C@H](C)CN([C@H](C)CO)C2=O
  -12[16.7 µM]	7	-0.1	-6	-3	-2	-5	-194
33) Cn1c2c(c(=O)c3ccccc31)CCC(C)(C)O2
  -4	2	·	-2	-4	1	·	-11
34) CC(=O)Nc1ccc(N/C(N)=N/c2nc(C)cc(C)n2)cc1
  -1	-4	·	-7	7	-5	11	43
35) Cc1ncc([N+](=O)[O-])n1CC(=O)NC1CCCC1
  -5	2	·	-3	-3	2	13	-7
36) C[C@H]1CN([C@@H](C)CO)C(=O)c2cc(-c3ccccc3F)cnc2O[C@H]1CN(C)Cc1cccc(F)c1
  -6[16.7 µM]	·	0.3	-1	·	4	-1	7
37) COc1ccc(NC(=O)N[C@@H]2CC[C@@H](CCNC(=O)c3cc(Cl)cc(Cl)c3)O[C@@H]2CO)cc1
  ·	-5	-2.3	-4	-2	2	4	-24
38) C/C(=N\N=C1\NC(=O)C(CC(=O)O)S1)c1ccccn1 (stereo not drawn)
  -4	3	-0.9	9	7	-8	4	9
39) CCCN(c1ccc(OCC)cc1)S(=O)(=O)c1ccc2c(c1)NC(=O)CO2
  -4	10	0.6	6	-1	-6	-6	-3
40) COc1ccc(C2/C=C\CC(OCc3ccccc3)CC(=O)N2Cc2cccc(F)c2)cc1 (stereo not drawn)
  ·	-3	15	-3	·	-1	·	-26
41) Cc1ccc(C)c(NC2CCCCC2NS(=O)(=O)c2ccccc2)c1 (stereo not drawn)
  0	1	·	-10	5	-1	-11	-8
42) CCO[C@@H]1OC(C(=O)NC2CC2)=C[C@H](c2coc3ccccc3c2=O)[C@H]1CCCO
  0	0	0.0	-1	·	-3	4	·
43) Cc1occc1C(=O)NCCCCNC(=O)c1ccoc1C
  -4	-2	·	-1	·	-4	-21	·
44) Cc1ccc(F)cc1C(=O)N1CCCC(C)(C(=O)NS(=O)(=O)C2CC2)C1 (stereo not drawn)
  1	-1	·	-9	0	-1	6	-10
45) Cc1c(NC(=O)c2cccs2)c(=O)n(-c2ccccc2)n1C
  -7	0	-1.5	2	1	1	-5	-17
46) CC(=O)Nc1ccc(NC(=O)C(C)OC(=O)c2cccs2)cc1 (stereo not drawn)
  ·	2	·	-22	1	-1	·	-9
47) N#C/C(=C(/O)CCl)c1nc2c(s1)CCc1ccccc1-2
  -4	1	·	0	-1	2	·	-24
48) Cc1noc(C)c1CSCC(=O)Nc1cc(C(F)(F)F)ccc1N1CCCCC1
  -1	-1	0.0	-10	1	12	-9	-18
49) O=C(O)CCS(=O)(=O)Cc1cccc(Cl)c1
  -6	-2	·	-6	1	5	7	-1
50) CNC[C@H]1Oc2ccc(NS(C)(=O)=O)cc2CC(=O)N([C@H](C)CO)C[C@H]1C
  0[16.7 µM]	1	1.4	2	·	6	3	-14
51) Cn1c(Cn2nnc3ccccc32)nnc1SCC(=O)Nc1ccc2c(c1)OCO2
  -4	9	·	7	4	4	15	-4
52) COc1ccc2c3c(n(C)c2c1)[C@@H](CO)N(Cc1ccccc1F)CC31CN(C(=O)C2CCOCC2)C1
  ·	·	0.0	·	5	·	4	-14
53) Cc1nnc(SCC(=O)N(C)c2ccccc2)n1Cc1ccccc1
  0	·	·	·	3	·	13	-16
54) CC(C)CCNC(=O)C(=O)NC1CCCC1
  -22	·	·	·	-4	·	-5	-6
55) Cc1ccc(S(=O)(=O)Nc2cccc3c2O[C@H](CN(C)C(=O)NC(C)C)[C@@H](C)CN([C@@H](C)CO)C3=O)cc1
  -3[16.7 µM]	-3	-0.1	-2	0	1	1	3
56) O=c1c2ccccc2n2c(=S)[nH]nc2n1-c1ccccc1
  -13	-2	16	-13	-1	0	-8	-10
57) O=C(Nc1nccs1)c1sc2ccccc2c1Cl
  0	-6	·	11	·	1	1	·
58) COc1ccccc1NC(=O)C(C)OC(=O)c1cc2ccccc2[nH]1 (stereo not drawn)
  0	0	·	0	-7	3	-6	-12
59) CC(C)(CC(=O)O)CC(=O)Nc1ccc2c(c1)ncn2CCc1ccccc1
  ·	1	0.0	0	-10	0	·	-8
60) CCn1c(SCC(=O)Nc2oc(-c3ccccc3)c(-c3ccccc3)c2C#N)nnc1-c1ccncc1
  5	-2	·	-5	·	1	4	·

The listing continues.
Below each SMILES – miR-122 sensor	Cneo AK release	E-sel inducer	RAD54 inh	ERAP1 inh	PglD DTNB	PGC1a acetyl inh	RAD52 inh
61) Cc1cc(NCCCCO)n2c(nc3ccccc32)c1C#N
  -6	-1	·	2	-16	-1	0	-8
62) CN(C(=O)C1CCC1C(=O)O)c1nc(-c2ccc(Cl)s2)cs1 (stereo not drawn)
  1	2	·	13	·	5	4	-35
63) COc1cc(/C=N/NC(=O)c2ccc(N3CCCC3=O)cc2)ccc1O
  0	1	-0.8	6	-1	4	-7	-3
64) COc1cccc(-c2cc(NC=O)c3ncc(-c4ccc(OC)c(OC)c4)n3c2)c1
  7	-2	-0.2	-2	0	2	-8	-15
65) Cc1ccc(N(CC(=O)NCCSc2ccccn2)S(=O)(=O)c2ccc(F)cc2)cc1
  11	·	·	·	-1	·	-13	-32
66) COCCNC(=O)C1CC2Cn3c(nc4cc(C)c(C)cc43)C2N1C (stereo not drawn)
  ·	4	0.1	-9	-2	4	·	7
67) CC(C)Oc1ccc(S(=O)(=O)N2CCOCC2)cc1NC(=O)CC1CC2CCC1C2 (stereo not drawn)
  -3	0	0.5	-2	1	-4	13	4
